# Source: PubChem
# Pf growth 48h: Primary qHTS for delayed death inhibitors of the malarial parasite plastid, 48 hour incubation; 310,000 tested, 5.9% active; P. falciparum luciferase growth in erythrocytes, 48 h; Potency, µM (highest dose often 28.7 µM), for the others: at the highest dose activity change, negative = inhibition, usual class: inhibitors; AID 504832, 2011; also: potency is read from the fitted curve at half-maximal effect; % is scaled to controls: 0 for no effect and ±100 for the full control effect
#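 Growth was read as firefly luciferase luminescence after a 48 h, 37 C, 5% CO2 exposure of compounds to reporter-bearing P. falciparum cultures (0.1% parasitemia, 2% hematocrit final) in Albumax-supplemented RPMI 1640.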
# LmPK inh: qHTS Assay for Inhibitors of Leishmania Mexicana Pyruvate Kinase (LmPK); Q27686; purified LmPK, Kinase-Glo ATP luminescence, 1 h; Potency, µM (titrated, usually from 57.5 µM), for inactives: top-dose activity change, negative = inhibition, hits mostly inhibitors; 290,000 tested, 0.37% active; also: potency is read from the fitted curve at half-maximal effect; % is scaled to controls: 0 for no effect and ±100 for the full control effect
# Target sequence (Q27686 whole entry, looked up): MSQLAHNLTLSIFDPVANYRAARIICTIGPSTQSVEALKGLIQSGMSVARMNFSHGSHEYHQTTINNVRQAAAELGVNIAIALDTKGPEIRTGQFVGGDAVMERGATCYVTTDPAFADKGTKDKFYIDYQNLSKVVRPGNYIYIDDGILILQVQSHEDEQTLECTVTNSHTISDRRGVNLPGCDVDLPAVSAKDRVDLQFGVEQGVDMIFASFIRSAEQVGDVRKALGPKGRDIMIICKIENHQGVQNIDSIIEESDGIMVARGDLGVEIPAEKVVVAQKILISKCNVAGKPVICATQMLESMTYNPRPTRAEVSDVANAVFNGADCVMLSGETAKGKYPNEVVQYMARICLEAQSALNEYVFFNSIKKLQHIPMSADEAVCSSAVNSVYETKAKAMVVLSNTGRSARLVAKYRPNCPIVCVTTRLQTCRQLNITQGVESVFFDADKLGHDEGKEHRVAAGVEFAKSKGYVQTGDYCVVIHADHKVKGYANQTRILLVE
#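 Pyruvate kinase activity monitored as ATP production (luciferase luminescence). Conditions: 0.1 nM enzyme, 0.5 mM PEP, 0.1 mM ADP, 1 h, RT; normalized against uninhibited and no-enzyme wells.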
# AMA1 RON2 block: qHTS for Inhibitors of AMA1-RON; Towards Development of Antimalarial Drug Lead: Primary Screen. 360,000 tested, 0.2% active. Potency, µM (highest dose often 58.2 µM), inactives show at the highest dose activity change, negative = inhibition, most hits filed as inhibitors. Plasmodium falciparum AMA1 (3D7) - RON2 peptide interaction. AlphaScreen AMA1-biotinylated RON2 peptide binding;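 also: potency is read from the fitted curve at half-maximal effect; 0% = vehicle wells and -100% = peptide control; nearly all actives have a fitted effect of over 45% in size; some results filed as inactive show a strong effect at the top dose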
#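 AMA1 (3D7) with his tag at 25 nM final met compounds first, then biotinylated RON2 peptide at 25 nM; detection used donor plus acceptor beads, 10 µg/mL apiece, read by AlphaScreen after 30 min at room temperature.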
# CHX counter: Cycloheximide Counterscreen for Small Molecule Inhibitors of Shiga Toxin | cell reporter, cycloheximide protein synthesis inhibition counterscreen | max response, % | 300,000 tested, 12% active; in the data active = max response mostly above about 13%, no sharp cut-off; inactive = mostly below about 14%; also: read at 38.3 µM for the half of the compounds with a filed dose; 0% is about no effect
# Shiga inhibitor: A qHTS for Small Molecule Inhibitors of Shiga Toxin; Vero cells, Shiga toxin protein synthesis inhibition reporter; inhibition, % at 38.7 µM; 290,000 tested, 9.2% active; AID 2315, 2010; in the data active = inhibition mostly above about 28%, no sharp cut-off; inactive = mostly below about 43%; also: 0% is about no effect
# TbPYK inhibitor: qHTS of Trypanosoma Brucei Inhibitors; Potency, µM (series often up to 76.8 µM), without a hit: top-dose activity, negative = inhibition, hits mostly inhibitors; TbPYK enzyme, Kinase-Glo Plus ATP luminescence, 45 min; 410,000 tested, 0.12% active; also: potency is read from the fitted curve at half-maximal effect; % is scaled to controls: 0 for no effect and ±100 for the full control effect; nearly all actives have a fitted effect of over 50% in size
#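 ADP (130 uM final) triggers the TbPYK reaction after compound addition; incubation is 45 min at room temperature. Kinase-Glo Plus is then added and luminescence imaged. Normalized data are fitted to concentration-effect curves.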
# Pf growth 96h: Primary qHTS for delayed death inhibitors of the malarial parasite plastid, 96 hour incubation | P. falciparum luciferase reporter growth, 96 h | Potency, µM (doses to about 28.7 µM), without a hit: at the top dose activity change, negative = inhibition, actives largely listed as inhibitors | 320,000 tested, 6.9% active | AID 504834, 2011; also: potency is read from the fitted curve at half-maximal effect; % is scaled to controls: 0 for no effect and ±100 for the full control effect
#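 Plates of compound plus infected erythrocytes (2% hematocrit, 0.05% parasitemia final) incubate 96 hours, 37 C, 5% CO2. Detection reagent added; reduced luminescence from the parasites' luciferase reporter flags inhibition.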
# Active calls of the source: *; i = inactive; u = inconclusive; x = no result given; [ ] = remark or other dose. Unless noted, calls follow the shape of the dose curve; as a rule, active = well fitted curve in the direction sought with a large enough effect; inconclusive = small, poorly fitted or top-dose-only effect, or another doubt; inactive = no such curve, though single readings can be large; an effect the other way counts as inactive or inconclusive.
# Preview:
No.	canonical_smiles	Pf growth 48h	LmPK inh	AMA1 RON2 block	CHX counter
1	NNC(=O)c1ccc(-c2cccc([N+](=O)[O-])c2)o1	-13.6%	2.2%	30.9%[activator]	6.3
2	CCCNC(=O)c1ccc(CN2CCOCC2)cc1	31.0%[activator]	-0.2%	-1.6%	7.1
3	CC1=NOC(=O)/C1=C\c1ccc2c(c1)OCO2	-12.7%	0.9%	-11.5%	2.1

No.	Shiga inhibitor	TbPYK inhibitor	Pf growth 96h
1	4.7	0.8%	39.6%[1.15 µM]
2	28.4	1.3%	i
3	-12.8	u	105.8%[activator]

# Main list, previewed entries included:
No.	canonical_smiles	Pf growth 48h	LmPK inh	AMA1 RON2 block	CHX counter
1	NNC(=O)c1ccc(-c2cccc([N+](=O)[O-])c2)o1	-13.6%	2.2%	30.9%[activator]	6.3
2	CCCNC(=O)c1ccc(CN2CCOCC2)cc1	31.0%[activator]	-0.2%	-1.6%	7.1
3	CC1=NOC(=O)/C1=C\c1ccc2c(c1)OCO2	-12.7%	0.9%	-11.5%	2.1
4	Cc1noc(C)c1C(=O)Nc1ccc2ccccc2c1	18.4%	1.0%	-1.0%	21.0*
5	NC(=NC(=O)c1ccccc1)N1N=CCC1c1ccccc1 (configuration not stated)	-27.6%	4.6%	0.3%	-3.6
6	NC(=O)c1cc2ccccc2o/c1=N\NC(=O)c1ccc(F)cc1	u	0.6%	105.2%[activator]	9.2
7	O=C(CN1C(=O)c2ccccc2S1(=O)=O)c1ccc(O)c(O)c1	u	0.6%	67.4%[activator]	-2.4
8	COc1ccc(-c2csc(NC(=O)c3cc(-c4cccs4)nc4ccccc34)n2)c(OC)c1	u	5.2%	-0.1%[11.6 µM]	-1.2
9	CCc1noc(C)c1C(=O)N1CCN(S(=O)(=O)c2ccc(Cl)cc2)CC1	u	x	-6.5%	x
10	CCOc1cc(C(=O)N/N=C\c2cn(CC)nc2C)cc(OCC)c1OCC	-9.0%	10.2%	37.4%[activator]	7.6
11	C=CCn1c(O)c(C(CC)=Nc2ccc3c(c2)CCC3)c(=O)[nH]c1=O	-13.0%	1.5%	-28.2%	8.5
12	COc1cc(S(=O)(=O)Nc2cccc(C)c2)ccc1N=Cc1c(C)[nH]n(-c2ccccc2)c1=O	-4.1%	-7.4%	x	-2.8
13	CCC(C)c1ccccc1N1CC(C(=O)N(C)CC(=O)Nc2cccc(F)c2)CC1=O (configuration not stated)	u	x	9.6%	x
14	CC(=O)N1CCN(c2ccc(NC(=O)COc3ccc(Cl)cc3Cl)cc2)CC1	u	-1.2%	12.0%	2.1
15	Cc1ccc(C(=O)N/C(=C\c2cccs2)C(=O)NCCCn2ccnc2)cc1C	6.4%	0.7%	-5.9%	-4.9

No.	Shiga inhibitor	TbPYK inhibitor	Pf growth 96h
1	4.7	0.8%	39.6%[1.15 µM]
2	28.4	1.3%	i
3	-12.8	u	105.8%[activator]
4	33.8	1.5%	u
5	-1.5	30.2%[activator]	44.6%[activator]
6	33.1	6.2%	6.1%
7	-9.4	3.5%	-28.1%
8	10.9	-1.8%	u
9	x	-3.5%	-30.7%
10	12.5	1.8%	u
11	28.4	-5.6%	20.8%
12	-11.4	x	-1.5%
13	x	0.2%	u
14	-1.3	-1.0%	x
15	-24.9	-1.2%	15.0%

# (list continues)
No.	canonical_smiles	Pf growth 48h	LmPK inh	AMA1 RON2 block	CHX counter
16	Cn1c(=O)c2[nH]c(=O)cnc2n(C)c1=S	-11.5%	5.1%	97.0%[activator]	-1.7
17	CC(=O)C1=C(C)NC(SCC(=O)c2ccc(Cl)c(Cl)c2)=C(C#N)C1c1ccco1 (configuration not stated)	1.17µM*	5.9%	16.3%	9.7
18	Cc1cc(C(=O)NNC(=O)COc2c(C)cc(Br)cc2C)n[nH]1	5.3%	-1.3%	140.3%[activator]	-1.9
19	Cc1c(C)[n+](=O)c2c(n1[O-])CCC2	5.7%	0.1%	-5.1%	1.5
20	COc1ccccc1NC(=S)N(CCc1nc2cc(C)c(C)cc2[nH]1)Cc1cccnc1	10.4µM*	0.5%	1.8%	-1.7
21	Cc1ccc(S(=O)(=O)N2CCN(C(=O)N3CCOCC3)C2c2ccc(N(C)C)cc2)cc1 (configuration not stated)	8.4%	-3.7%	-3.9%	-2.0
22	Cc1cc(NC(=O)c2ccccc2F)n(-c2nc3ccccc3[nH]2)n1	-79.4%	0.8%	73.0%[activator]	16.4
23	CCN(CC)CCCNC(=O)c1ccc(C)c(NC(=O)C2=C(C)OCCS2)c1	36.2%[activator]	-1.0%	0.0%	7.3
24	C#CCOCCOCCOCCNc1nc(N2CCN(C(=O)[C@H](CCCCN)n3cc([C@@H](N)CO)nn3)CC2)nc(N2CCN(C(=O)[C@H](Cc3cc4ccccc4[nH]3)n3cc([C@@H](N)Cc4ccc(O)cc4)nn3)CC2)n1	47.8%[activator]	-0.5%	x	-2.1
25	COc1ccccc1N1C(=O)CSC1=S	23.8%	4.9%	-11.1%	-2.6
26	Cc1ccc(CNc2cnn(C34CC5CC(CC(C5)C3)C4)c(=O)c2Cl)cc1	3.6%	3.5%	-6.5%	1.4
27	Nc1cc2c(cc1C(=O)c1ccc(Cl)cc1)OCCO2	x	4.4%	u	7.2
28	Cc1cccn2cc(CCNC(=O)Cc3cccs3)nc12	10.5%	3.2%	-4.2%	-0.2
29	Cc1ccc(C(=O)NC(Cc2c[nH]c3ccccc23)C(=O)O)o1 (configuration not stated)	21.2%	6.3%	-1.7%	0.7
30	CCOC(=O)c1ccc(N2C(=O)CC(Sc3nnc(C)s3)C2=O)cc1 (configuration not stated)	21.9%	3.9%	4.0%	-2.7

No.	Shiga inhibitor	TbPYK inhibitor	Pf growth 96h
16	-15.7	-15.9%	u
17	14.0	-6.0%	-111.7%
18	-5.6	-2.8%	2.9%
19	1.5	-3.7%	1.3%
20	16.2	u	u
21	-6.0	-3.0%	3.2%
22	67.5	0.9%	23.2%[5.75 µM]
23	18.7	0.5%	u
24	-3.3	x	87.5%[activator]
25	-8.9	-5.0%	20.2%
26	2.1	0.9%	u
27	21.1	-2.2%	-83.2%
28	11.2	0.9%	-17.1%
29	-12.8	-17.9%	-5.4%
30	-4.2	u	20.4%

# Fetched one by one from the entries so far (3):
No.	canonical_smiles	Pf growth 48h	LmPK inh	AMA1 RON2 block	CHX counter
17	CC(=O)C1=C(C)NC(SCC(=O)c2ccc(Cl)c(Cl)c2)=C(C#N)C1c1ccco1 (configuration not stated)	1.17µM*	5.9%	16.3%	9.7
30	CCOC(=O)c1ccc(N2C(=O)CC(Sc3nnc(C)s3)C2=O)cc1 (configuration not stated)	21.9%	3.9%	4.0%	-2.7
15	Cc1ccc(C(=O)N/C(=C\c2cccs2)C(=O)NCCCn2ccnc2)cc1C	6.4%	0.7%	-5.9%	-4.9

No.	Shiga inhibitor	TbPYK inhibitor	Pf growth 96h
17	14.0	-6.0%	-111.7%
30	-4.2	u	20.4%
15	-24.9	-1.2%	15.0%

# Going on with the list.
No.	canonical_smiles	Pf growth 48h	LmPK inh	AMA1 RON2 block	CHX counter
31	COc1ccccc1-c1noc(-c2cccnc2)n1	102.8%[activator]	-21.3%	-0.2%	29.2*
32	Brc1cnc2nc(SC/C=C/c3ccccc3)[nH]c2c1	u	2.8%	-1.1%	0.9
33	Cc1cccn2c(=O)nc(SCC(=O)Nc3ccc4c(c3)OCCO4)nc12	u	x	-6.6%	x
34	CCCN(CC(=O)Nc1ccccc1C)C(=O)c1ccc(C2SCCS2)cc1	-0.6%	x	-8.4%	x
35	CC1(C(=O)N(CC(=O)NC2CCCC2)Cc2ccco2)CC(=O)N=C2C=CC=CN21 (configuration not stated)	3.2%	-6.9%	-4.2%	-6.1
36	COc1cc2c(cc1OC)CN(Cc1cc(=O)oc3cc(C)c(Cl)cc13)CC2	9.28µM*	-3.0%	-4.1%	-2.8
37	O=C(O)CN(c1cccc(C(F)(F)F)c1)S(=O)(=O)c1ccccc1	2.4%	-0.4%	0.5%	-5.5
38	COc1ccc(NC(=O)NC(C)c2ccc3c(c2)OCO3)cc1OC (configuration not stated)	21.0%	0.7%	1.3%	1.8
39	O=c1c2cnn(-c3ccc(F)cc3)c2ncn1Cc1ccccn1	-4.9%	2.3%	x	-1.3
40	CCOc1ccccc1C(=O)NCCCn1ccnc1	-3.1%	-0.7%	-3.8%	8.6
41	COc1ccccc1CNC(=O)C1CCN(S(=O)(=O)c2ccc(N3CCCC3=O)cc2)CC1	11.7µM*	4.5%	4.1%	8.7
42	Oc1c(C=NCc2ccncc2)sc2ccccc12	18.5%	-7.9%	88.5%[activator]	46.7*
43	CNC(=S)NC(CC(=O)OC)c1ccc2c(c1)OCO2 (configuration not stated)	5.4%	2.0%	-12.2%	-2.8
44	COc1cc(OC)cc(-c2sc3ccc(OC)cc3c2C#CCCO)c1	0.0%	x	-4.3%	x
45	CCN=C(NC#N)SCc1c(F)cccc1Cl	-0.8%	1.6%	-1.3%	-0.9

No.	Shiga inhibitor	TbPYK inhibitor	Pf growth 96h
31	66.7*	0.3%	105.5%[activator]
32	12.6	3.2%	-19.2%
33	x	1.2%	7.7%
34	x	-5.2%	15.0%
35	-6.0	6.1%	u
36	-2.3	4.2%	u
37	-8.7	-4.5%	u
38	-14.0	-12.5%	2.7%
39	-2.7	x	-7.0%
40	-8.9	1.3%	x
41	-4.8	-1.5%	14.7µM*
42	83.7*	2.0%	-8.6%
43	-4.6	-22.7%	38.6%[activator]
44	x	-12.8%	u
45	-2.3	7.9%	11.9%

# Later entries
No.	canonical_smiles	Pf growth 48h	LmPK inh	AMA1 RON2 block	CHX counter
46	Cc1cc(=O)c2cc3nc(-c4cccnc4)oc3c(Br)c2o1	u	-1.6%	x	15.1*
47	COc1cc(/C=N/NC(=O)c2cccc([N+](=O)[O-])c2)cc(OC)c1O	4.3%	6.0%	75.8%[activator]	-1.7
48	COc1cccc(C2C(=O)N(C3CCCCC3)CC(=O)N2Cc2ccc(F)cc2)c1 (configuration not stated)	x	4.4%	1.9%	1.5
49	CCC(C)NC(=O)[C@@H]1CCCN1C(=O)C1CCN(S(=O)(=O)c2ccc(C)cc2)CC1 (some centres not stated)	-10.3%	-2.2%	0.0%	-0.5
50	COc1ccc(C(=O)NCCc2ccccc2F)cc1OC1CCN(C(C)=O)CC1	u	-9.3%	12.7%	14.3
51	CC(=O)OCCCNc1cc(SCc2ccco2)c2nonc2c1[N+](=O)[O-]	1.7%	-1.2%	-11.0%	-2.0
52	Cc1ccc(NC(=O)CN(C)C(=O)C(C)OC(=O)CNC(=O)c2ccc(Cl)c([N+](=O)[O-])c2)cc1 (configuration not stated)	12.3%	x	4.1%	x

No.	Shiga inhibitor	TbPYK inhibitor	Pf growth 96h
46	41.7	x	10.3%
47	26.2	0.4%	-2.0%
48	-3.2	0.4%	u
49	39.4	4.7%	u
50	27.6	2.8%	30.6%[activator]
51	-5.8	-6.7%	2.33µM*
52	x	1.1%	22.1%
